Abeta rescue – A-beta toxicity reversal in yeast | AID 1347071 | Potency, µM (highest dose often 46.1 µM), inactives show at the highest dose growth rescue, usual class: activators | yeast expressing A-beta42, growth rescue, OD600, 48 h; response scale: 0% DMSO, 100% iron-clioquinol control | hit rate 0.063% among 410,000; further: potency means the concentration at half of the fitted maximal effect; nearly all actives have a fitted effect of over 55% in size
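Growth rescue measured by 600 nm absorbance after 48 h yeast culture at 30 C with compound. Values normalized between DMSO and an equimolar ferric chloride plus clioquinol control.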
FUS yeast rescue – rescues growth of FUS-expressing yeast; S. cerevisiae FUS-expressing, growth rescue, OD600, 24 h; hit rate 0.24% among 390,000; Potency, µM (top dose mostly 76.6 µM), inactives show at the highest dose growth rescue (activation), actives largely listed as activators;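 further: potency means the concentration at half of the fitted maximal effect; plate controls were DMSO vehicle for no effect and reference control for full effect; nearly all actives have a fitted effect of over 55% in size; some results filed as inactive show a strong effect at the top dose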
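Yeast FUS proteinopathy model; galactose-induced FUS (2%), starting OD 0.005. Cpds in dilution series, 24hr, 30C, 99% humidity. Abs 600 nm growth. Pos ctrl CP55940 (top 92uM final); neg ctrl DMSO.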
GLP1R inv ag – GLP-1 receptor (human) inverse agonism. P43220. HEK293 GLP-1R CRE-luciferase, luminescence, 24 h; GLP-1R form is constitutively active. Potency, µM (highest dose often 38.3 µM), for the others: top-dose activity change, negative = inhibition, usual class: inhibitors. hit rate 1.6% among 410,000; further: potency means the concentration at half of the fitted maximal effect; on the % scale 0 is the no-effect control and ±100 the full control effect; nearly all actives have a fitted effect of over 55% in size
Target sequence (P43220 whole entry, looked up): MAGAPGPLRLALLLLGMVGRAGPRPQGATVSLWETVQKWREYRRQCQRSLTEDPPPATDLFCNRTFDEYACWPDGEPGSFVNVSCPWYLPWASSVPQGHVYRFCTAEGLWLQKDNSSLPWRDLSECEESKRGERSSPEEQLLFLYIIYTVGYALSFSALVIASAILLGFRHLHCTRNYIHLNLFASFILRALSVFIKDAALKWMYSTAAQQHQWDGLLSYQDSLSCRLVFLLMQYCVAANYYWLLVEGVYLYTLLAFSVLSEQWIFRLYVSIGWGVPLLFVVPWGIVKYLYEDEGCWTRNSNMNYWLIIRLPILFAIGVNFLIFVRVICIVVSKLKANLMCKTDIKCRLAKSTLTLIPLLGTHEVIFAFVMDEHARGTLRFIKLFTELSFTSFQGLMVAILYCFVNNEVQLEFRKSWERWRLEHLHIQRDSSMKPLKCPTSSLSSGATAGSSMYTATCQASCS
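Cells are plated, allowed 12 hours at 37 deg C, then treated with compounds for 24 hr before luciferase detection reagent is added and luminescence is read after 12 min at room temperature. The HEK293 line carries constitutively active GLP-1R with a cAMP-responsive reporter.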
MmCpn inh – inhibitors of Methanococcus maripaludis chaperonin (MmCpn); purified Mm-Cpn ATPase, ADP Transcreener TR-FRET; Potency, µM (highest dose often 76.9 µM), without a hit: at the top dose activity, negative = inhibition, most hits filed as inhibitors; hit rate 0.031% among 330,000; AID 504842; further: potency means the concentration at half of the fitted maximal effect; on the % scale 0 is the no-effect control and ±100 the full control effect; nearly all actives have a fitted effect of over 80% in size
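Compound-treated chaperonin, 25 nM final, turns over 10 uM ATP at 37°C for 30 min following a 10 min preincubation; ADP generated competes with ADP-d2 for Eu-cryptate antibody, lowering FRET.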
TDP-43 yeast inh – inhibitors of TDP-43 toxicity in yeast | TDP-43 expressing yeast growth rescue, BacTiter-Glo, 24 h | Potency, µM (doses to about 46.1 µM), for inactives: top-dose growth rescue (activation), usual class: activators | hit rate 1.8% among 410,000; further: potency means the concentration at half of the fitted maximal effect; % of control where 0% means no effect; nearly all actives have a fitted effect of over 50% in size
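Yeast expressing TDP-43 (pregrown in raffinose, seeded at OD600=0.02 in galactose medium) exposed to compounds 24 hr at 30 deg C. Growth read by BacTiter-Glo luminescence; rescue of toxicity appears as increased signal.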
PTHR1 agonist – activates the human parathyroid hormone receptor PTHR1; Q03431; HEK293 GP2 PTHR1 cells, GloSensor cAMP luminescence, 1 h; Potency, µM (titrated, usually from 115 µM), inactives show at the top dose activation, actives largely listed as activators; hit rate 0.075% among 410,000; AID 743266; further: potency means the concentration at half of the fitted maximal effect; nearly all actives have a fitted effect of over 55% in size; some results filed as inactive show a strong effect at the top dose; inactives centre near -15; many of its hits are not listed in these tables
Target sequence (Q03431 whole entry, looked up): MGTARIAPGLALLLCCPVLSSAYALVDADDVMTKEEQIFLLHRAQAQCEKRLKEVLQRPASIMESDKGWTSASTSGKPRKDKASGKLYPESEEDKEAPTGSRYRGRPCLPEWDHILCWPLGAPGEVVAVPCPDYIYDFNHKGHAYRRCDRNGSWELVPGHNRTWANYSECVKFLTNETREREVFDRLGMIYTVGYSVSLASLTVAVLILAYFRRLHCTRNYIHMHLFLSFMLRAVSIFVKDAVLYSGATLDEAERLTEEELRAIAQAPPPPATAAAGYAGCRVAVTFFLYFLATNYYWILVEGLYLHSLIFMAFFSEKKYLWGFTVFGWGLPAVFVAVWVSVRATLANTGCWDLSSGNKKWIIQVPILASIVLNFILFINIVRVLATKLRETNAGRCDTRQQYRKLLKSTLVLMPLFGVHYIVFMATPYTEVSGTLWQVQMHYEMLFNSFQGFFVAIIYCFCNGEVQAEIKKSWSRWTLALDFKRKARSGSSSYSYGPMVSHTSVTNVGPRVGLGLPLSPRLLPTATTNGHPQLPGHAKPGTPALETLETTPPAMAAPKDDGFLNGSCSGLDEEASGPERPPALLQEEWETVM
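HEK-293-derived GP2 cells expressing PTHR1 and a GloSensor cAMP reporter, 3,000/well, plated overnight, given luciferin plus IBMX (each 0.5 mM as added) for 1 h at 37 °C, then compound for 1 h at 37 °C. Luminescence was read after 15 min at room temperature.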
aSyn yeast inh – rescues yeast growth from alpha-synuclein toxicity; Potency, µM (titrated, usually from 46.1 µM), for the others: top-dose growth rescue (activation), actives largely listed as activators; Yeast expressing alpha-synuclein, growth rescue, BacTiter-Glo, 24 h; hit rate 0.14% among 370,000; AID 652106; further: potency means the concentration at half of the fitted maximal effect; % of control where 0% means no effect; nearly all actives have a fitted effect of over 65% in size
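Readout is rescue of growth in alpha-synuclein-expressing yeast, so inhibitors of toxicity appear as activators. Growth after 24 hr at 30 deg C in galactose medium is quantified by luminescence.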
HEK293 tox – cytotoxicity in counter-screen for GLP-1R inverse agonists. HEK293 cAMP-luciferase reporter cells, luminescence, 24 h. hit rate 0.13% among 410,000. Potency, µM (series often up to 38.3 µM), for the others: at the top dose activity change, negative = inhibition, most hits filed as inhibitors;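 further: loss of luciferase light is scored as toxicity; potency means the concentration at half of the fitted maximal effect; on the % scale 0 is the no-effect control and ±100 the full control effect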
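Step one: seed cells (200 cells/uL, DMEM with 10% Nu serum, 1% pen-strep). Step two: 12-hour incubation at 37 deg C. Step three: pin 23 nL compound, incubate 24 hr. Step four: add luciferase reagent, read luminescence 12 min later.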
pAkt inh – Akt phosphorylation inhibition; Neuro2A IGF-stimulated pAkt S473 HTRF, 20 min; stronger effect = lower value; activity change, % for hits at 50 µM; hit rate 0.32% among 360,000; AID 651550; in the data active means activity change below about -80%; inconclusive means mostly about -51% to -80%; further: on the % scale 0 is the no-effect control and ±100 the full control effect
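Neuro2A cells in DMEM with 0.5% FBS, overnight at 37 deg C, given compound at single 50 µM final, then IGF (6 nM final) for 20 min at 37 deg C. Lysed; phospho-Akt Ser473 by HTRF after 24 h, 665/615 ratio.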
* hit, by the source's call; i = inactive; u = inconclusive; x = not tested or not shown; [ ] = remark or other dose. Unless noted, the call rests on the fitted dose curve; in most records, active means well fitted curve in the direction sought with a large enough effect; inconclusive means small, poorly fitted or top-dose-only effect, or another doubt; inactive means no such curve, though single readings can be large; an effect the other way counts as inactive or inconclusive. A portion of the library. The share of hits here may be higher or lower than overall.

SMILES	Abeta rescue	FUS yeast rescue	GLP1R inv ag	MmCpn inh	TDP-43 yeast inh	PTHR1 agonist	aSyn yeast inh	HEK293 tox	pAkt inh
CCOc1ccc(Nc2nc3c(S(=O)(=O)c4cccc(Cl)c4)nnn3c3ccsc23)cc1	1%	-11%	10%	x	3%	7%	x	-4%	x
COc1ccc(S(=O)(=O)Nc2ccc3c(c2)C(=O)N([C@H](C)CO)C[C@H](C)[C@@H](CN(C)S(=O)(=O)c2c(C)noc2C)O3)cc1	7%	26%	17%	-3%	14%	-23%	0%	-4%	i
O=S(=O)(NC1CCN(Cc2ccccc2)CC1)c1ccc(F)c(F)c1	6%	-26%	-11%	x	4%	-21%	-1%	-18%	i
O=C(N1CCC(n2nc(-c3ccccc3)oc2=O)CC1)C1(c2ccccc2)CC1	10%	12%	u	-1%	17%	-79%[inhibitor]	14%	8%	i
CC(C)CC(=O)Nc1nnc(SCC(=O)NC2CCCC2)s1	0%	-32%	0%	x	15%	i	1%	6%	i
CCCn1cc(S(=O)(=O)c2ccc(CC)cc2)c(=O)c2cc(F)c(N(CC)CC)cc21	3%	-22%	17%	x	22%	i	x	5%	x
C[N+](C)(C)CCCNC(=O)c1ccc(/C=N/O)nc1	-12%	2%	1%	2%	6%	i	-3%	-6%	i
CCOc1ncccc1C(=O)OCc1c(F)cccc1Cl	-5%	12%	2%	1%	3%	-1%	-1%	-1%	i
O=C(O)c1cccc(N/N=C/C2=C(Cl)c3cc(Cl)ccc3SC2)c1	-11%	26%	-10%	-3%	0%	-69%[inhibitor]	11%	281%[activator]	i
Cc1ccc(NC(=O)C2CCN(S(=O)(=O)c3ccc4[nH]c(=O)oc4c3)CC2)cc1F	4%	40%	6%	-1%	5%	-28%	0%	-1%	i
Cc1c(Cl)cccc1NC(=S)NN1CCOCC1	11%	-9%	1%	0%	10%	-25%	-1%	3%	i
COc1ccc(C)c(Cn2c(-c3nonc3N)nc3ccccc32)c1	12%	x	u	1%	4%	i	-2%	u	i
Cn1c(C(=O)NCCCN2CCOCC2)cc2c(=O)n(C)c3ccccc3c21	12%	-18%	21%	1%	5%	-48%[inhibitor]	-1%	1%	i
COc1ccc(-n2c(SCC(=O)NCc3ccco3)nc3sc4c(c3c2=O)CCN(C)C4)cc1	-2%	34%	64%[activator]	-8%	-14%	i	-4%	-7%	i
O=S(=O)(Nc1ccc(-c2ccc(N3CCOCC3)nn2)cc1)c1ccc(Cl)c(Cl)c1	9%	18%	u	-2%	8%	-20%	-6%	-3%	i
Cc1c(C(=O)NCc2ccccc2Cl)sc2nc3n(c(=O)c12)CCC3	-25%	12%	-26%	x	18µM*	i	x	-6%	x
CCCS(=O)(=O)c1nc(S(=O)(=O)c2ccc(C)cc2)c(NC(C)c2ccccc2)s1 (configuration not stated)	-20%	6%	0%	x	-20%	u	x	2%	x
CCOC(=O)c1sc(=N)n(-c2ccc(OC)cc2)c1C	12%	x	22%	-4%	3%	-16%	-1%	41%[activator]	i
COc1cccc2c1C(=O)c1c(O)c3c(c(O)c1C2=O)CC(O)(C(C)=O)CC3OC1CC(O)C(O)C(C)O1 (configuration not stated)	-11%	x	12%	x	24%	-6%	2%	u	i
O=C(Nc1nccs1)c1ccc(-c2ccc(Cl)cc2Cl)o1	-14%	14%	9%	1%	-16%	i	-5%	9%	i
CC1(C2CC(=O)c3c(O)ccc(O)c3C2)OCCO1 (configuration not stated)	-9%	0%	-1%	x	3%	-26%	2%	-15%	i
COc1cccc(NC(=O)CC(C)=O)c1	1%	x	-2%	1%	21%	-5%	-9%	8%	i
Cc1nn(C)c(Sc2ccccc2N)c1[N+](=O)[O-]	u	6%	-13%	-1%	19%	i	-1%	-2%	i
COc1ccc(/C=N/NC(=S)NC2CCS(=O)(=O)C2)cc1OC (configuration not stated)	-24%	-11%	72%[activator]	2%	-6%	i	0%	18%	i
Cc1ccc(S(=O)(=O)N2[C@@H](c3ccc(Br)cc3)C(C(=O)O)=CC[C@H]2c2cccs2)cc1	-20%	9%	u	0%	22%	-20%	-8%	-14%	i
COc1ccc(C)cc1Nc1cc(C)nc2ncnn12	0%	5%	-13%	1%	0%	i	1%	2%	i
Cc1cccc(CN2CCN(C(=O)c3cccc4ccccc34)CC2)c1	7%	-1%	u	0%	-7%	-13%	8%	-12%	i
Cc1ccccc1S(=O)(=O)Cc1ccc(C(=O)N(C)C2CCCCC2)o1	-6%	1%	u	1%	25%	i	12%	-3%	i
O=C(NCC1CCCO1)/C(=C/c1ccccc1F)NC(=O)c1ccccc1 (configuration not stated)	-1%	18%	14%	1%	-3%	17%	-3%	-8%	i
O=C(NCCC1=CCCCC1)C1CCN(S(=O)(=O)c2cccc3cccnc23)CC1	-15%	9%	-3%	2%	6%	i	-8%	2%	i
O=C(NCc1ccccc1)NC1CCCCC1	10%	-15%	7%	u	9%	i	0%	8%	i
COc1cccc(CN2CCNC(=O)C2CC(=O)N(C)CCC2CCOCC2)c1 (configuration not stated)	6%	-1%	16%	-1%	7%	i	-1%	2%	i
NC(=O)C1CCN(c2ccnc3cc(Cl)ccc23)CC1	7%	-10%	4%	0%	5%	-18%	3%	-3%	i
CC(C)c1ccc(CNc2ccc([N+](=O)[O-])cn2)cc1	7%	u	u	2%	u	-54%[inhibitor]	-14%	u	i
Cc1cc2cc(CN(CCCN3CCOCC3)C(=O)NC3CCCCC3)c(=O)[nH]c2cc1C	-6%	27%	40%[activator]	-1%	-15%	-17%[57.5 µM]	1%	0%	i
Cn1nc(C(=O)OCC(=O)Nc2cc(Cl)ccc2C#N)c2ccccc2c1=O	-8%	0%	-5%	-1%	15%	i	1%	-7%	i
O=C(NCCCn1ccnc1)/C(=C/c1cccnc1)NC(=O)c1ccco1	0%	17%	-9%	-20%	8%	i	-3%	0%	i
CNC(=O)CCCCCNS(=O)(=O)c1ccc(C)cc1	-13%	-14%	5%	0%	-1%	i	-6%	-2%	i
COc1ccc(Cl)cc1NC(=O)CN(C)CC(=O)Nc1ccc2c(c1)OCO2	0%	11%	u	-4%	15%	i	9%	14%	i
COc1cc(/C=N/n2cnnc2)ccc1OCCOc1ccccc1	-8%	5%	27%	0%	17%	-4%	8%	-1%	i
CC(C(N)=O)N1c2cccc3cccc(c23)S1(=O)=O (configuration not stated)	5%	24%	13%	-1%	-18%	i	0%	0%	i
O=C(Nc1ccc(Cl)cc1)C1CCC(=O)N1Cc1ccccc1Cl (configuration not stated)	9%	-8%	-28%	-4%	9%	i	3%	-3%	i
COc1ccc(NC(=O)Nc2cccc3ccccc23)cc1S(N)(=O)=O	1%	28%	-11%	-1%	7%	i	-1%	-2%	i
COc1ccc(Cl)cc1NC(=O)COC(=O)CCNC(C)=O	-12%	20%	-18%	0%	-20%	u	-8%	-19%	i
CC(C)C[C@H]1CNC(=S)N1CC1CCCN1C[C@H](CC(C)C)N1C[C@H](Cc2ccc(O)cc2)N(CC2CCCCCC2)C1=S (some centres not stated)	6%	u	-1%	x	29%	i	-49%[inhibitor]	1%	i
COc1cc2c3nc4n(c(=O)c3n(CC(=O)NCC3CCCO3)c2cc1OC)CCS4 (configuration not stated)	-17%	1%	11%	-3%	-14%	i	0%	-3%	i
CCn1c(SCC(=O)c2ccc(Cl)s2)nnc1-c1cccs1	-11%	36%	-15%	-9%	17%	i	17%	6%	i
Cc1ccc(S(=O)(=O)NCCc2nnc(SCc3cccnc3)n2C)cc1	-11%	13%	-3%	-1%	-9%	i	-1%	-10%	i
COc1ccc(CCNC(=O)c2c(O)c3ccccc3[nH]c2=O)cc1OC	14%	-3%	16%	-4%	-20%	-2%	0%	-1%	i
CC(OC(=O)[C@H](C)N=C1NS(=O)(=O)c2ccccc21)C(=O)Nc1ccc(F)c(F)c1F (some centres not stated)	-1%	-12%	4%	x	1%	-24%	0%	5%	i
O=C(Nc1ccccc1)N(Cc1cccnc1)Cc1ccco1	2%	5%	8%	1%	-9%	-19%[57.5 µM]	0%	4%	x
O=C(C1CCN(S(=O)(=O)c2ccc(Br)cc2)CC1)N1CCOCC1	6%	9%	-4%	3%	23%	-1%	6%	0%	i
CCOC(=O)c1ccc(-n2c(C)nc3ccc(Br)cc3c2=O)cc1	-9%	-7%	-5%	-2%	19%	-3%	2%	16%	i
Cc1ccccc1NS(=O)(=O)c1cc(S(C)(=O)=O)ccc1Cl	7%	-19%	-19%	0%	-5%	-23%[57.5 µM]	3%	-22%	i
COc1ccc(CCN2C(=O)CC(NNC(=O)c3cccc(O)c3)C2=O)cc1 (configuration not stated)	-2%	x	16%	-2%	-8%	-7%	1%	20%	i

Single records, from the list above. Values in the order: Abeta rescue, FUS yeast rescue, GLP1R inv ag, MmCpn inh, TDP-43 yeast inh, PTHR1 agonist, aSyn yeast inh, HEK293 tox, pAkt inh
Record of CCOc1ccc(Nc2nc3c(S(=O)(=O)c4cccc(Cl)c4)nnn3c3ccsc23)cc1 = 1%, -11%, 10%, x, 3%, 7%, x, -4%, x
Record of CNC(=O)CCCCCNS(=O)(=O)c1ccc(C)cc1 = -13%, -14%, 5%, 0%, -1%, i, -6%, -2%, i
Record of C[N+](C)(C)CCCNC(=O)c1ccc(/C=N/O)nc1 = -12%, 2%, 1%, 2%, 6%, i, -3%, -6%, i
